MEKK2 mut-MEK5 = MEK5 binding signal on mutant MEKK2 PB1, primary screen, biochemical, multiplex bead flow cytometry, Alexa488-MEK5 | Alexa488-MEK5 binding to MEKK2 mutant | percent response, % at 10 µM | AID 1530, 2009 | 0.35% of 290,000 active; in the data active = percent response above about 24%, passing the limit was not always enough; also: inactives centre near 1; some results filed as inactive read as strong as hits
CRFR2-BP antag = antagonists of CRF-BP/CRF-R2 complex, primary screen, cell-based, HEK293, calcium dye fluorescence, uHTS | CRF-induced calcium fluorescence | inhibition, % at 11.8 µM | 0.59% of 350,000 active | AID 588475, 2011;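 active = inhibition of the ligand-induced calcium signal above about 50% at the single tested concentration, limit read from the data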
DNA FID counter = compounds displacing fluorescent DNA intercalator, primary screen, artefact control for HCV NS3 helicase inhibitor project, biochemical, FID fluorescence; AID 1845, 2009; 0.17% of 290,000 active; inhibition, % at 7.9 µM; DNA fluorescent intercalator displacement; in the data active = inhibition above about 37%;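 also: 0% = vehicle and 100% = reference compound; higher means more ethidium bromide displaced from hairpin DNA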
GalR3 antagonist = GalR3 antagonists in HEK293 cells, primary screen, cell-based, fluorescence readout; Galanin receptor type 3 (Homo sapiens), O60755; AID 651719, 2012; inhibition, % at 3 µM; 0.44% of 360,000 active; HEK293 GalR3-CNG cAMP membrane potential fluorescence; galR3 body fused to GalR1 C-terminus;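 active = inhibition above the screen-wide average plus 3 SD, cut at about 13% in these data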;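 also: forskolin and galanin both at EC90 stimulate the cells; cAMP rise reported by CNG channel membrane potential dye signal; 0% = forskolin plus galanin with DMSO and 100% = forskolin alone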
CRFBP-R2 agonist = agonists of CRF-BP/CRF-R2 complex, primary screen, cell-based, HEK293, calcium dye fluorescence, uHTS. CRF-binding protein / CRF receptor 2 complex (human). calcium dye fluorescence (FLIPR); percent of saturating CRF peptide response. activation, % at 13.2 µM. 0.46% of 350,000 active. AID 588473, 2011;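 active = activation of at least 50%, plus an integration ratio under a set limit after plate pattern correction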;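 also: plate controls were neutral control wells without compound for no effect and CRF at EC100 for full effect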
MEKK2wt PB1 HTS = modulators of MEK5 binding to wildtype MEKK2, primary screen, biochemical, multiplex bead flow cytometry, Alexa488-MEK5; Mitogen-activated protein kinase kinase kinase 2 (Homo sapiens), Q9Y2U5; Alexa488-MEK5 binding to MEKK2 WT; actives lie on both sides; binding response (% of control), % at 10 µM; 1.1% of 290,000 active; AID 1531, 2009; in the data active = binding response below about 67% or above about 130%
MEKK3 PB1 HTS = modulators of MEKK3-MEK5 PB1 binding, primary screen, biochemical, wildtype MEKK3, multiplex bead flow cytometry, Alexa488-MEK5; Mitogen-activated protein kinase kinase kinase 3 (Homo sapiens), Q99759; binding response (% of control), % at 10 µM; AID 1529, 2009; bead-based flow cytometry, Alexa488-MEK5 binding to MEKK3; actives lie on both sides; 0 = blocked by unlabeled MEK5, 100 = vehicle; 1.4% of 290,000 active;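 active = binding response more than 3 SD above or below the average of its plate-row segment, actives on both sides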;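 also: Alexa488 bead fluorescence after subtracting the streptavidin-only scavenger bead signal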
Target sequence (Q99759 whole entry, looked up): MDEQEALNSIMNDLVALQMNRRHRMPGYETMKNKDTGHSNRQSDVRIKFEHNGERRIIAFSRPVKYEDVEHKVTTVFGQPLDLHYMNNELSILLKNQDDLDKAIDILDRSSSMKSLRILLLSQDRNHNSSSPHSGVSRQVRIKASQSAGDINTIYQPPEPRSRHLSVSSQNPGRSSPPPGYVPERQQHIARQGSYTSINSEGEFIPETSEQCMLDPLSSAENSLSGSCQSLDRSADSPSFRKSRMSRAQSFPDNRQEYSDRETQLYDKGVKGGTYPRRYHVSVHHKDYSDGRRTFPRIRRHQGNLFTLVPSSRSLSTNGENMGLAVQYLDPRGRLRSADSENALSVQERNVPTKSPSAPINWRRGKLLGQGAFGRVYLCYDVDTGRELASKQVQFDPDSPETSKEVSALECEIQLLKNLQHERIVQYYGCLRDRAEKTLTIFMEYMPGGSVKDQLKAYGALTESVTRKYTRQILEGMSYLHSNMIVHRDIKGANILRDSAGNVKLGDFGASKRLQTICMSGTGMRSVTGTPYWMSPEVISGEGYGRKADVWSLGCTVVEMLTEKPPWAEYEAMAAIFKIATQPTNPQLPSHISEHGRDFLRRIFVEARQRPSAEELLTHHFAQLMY
NS3 helicase inh = inhibitors of HCV NS3 helicase, primary screen, biochemical, Cy5 molecular beacon fluorescence; 0.56% of 290,000 active; AID 1800, 2009; inhibition, % at 10.9 µM; NS3 helicase DNA unwinding; Hepatitis C virus NS3 helicase;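 active = inhibition above the mean of all tested compounds plus 3 SD, set per campaign, cut at about 35% in these data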;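 also: 0% = DMSO wells and 100% = thioflavine S control wells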
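System: Hepatitis C virus NS3 helicase domain fragment enzyme | Reagent: Annealed dual-labelled DNA beacon duplex, ATP-started | Compound dosing: 10.9 µM single point, 0.8% DMSO | Incubation: 1 h reaction at 25 °C, ATP-initiated | Technique: Cy5 fluorescence | Evaluation: Percent inhibition from t60/t0 fluorescence ratio | Benchmarks: Low DMSO, high thioflavine S at 110 µM | Replication: Singlicate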
SUMO HTRF inh = inhibitors of in vitro SUMOylation cascade, primary screen, biochemical, HTRF, uHTS | inhibition, % at 35 µM | SUMO-conjugating enzyme UBC9 (Homo sapiens), P63279 | HTRF SUMOylation assay, SAE1/SAE2 + UBC9 | 0.36% of 290,000 active | AID 2006, 2009; in the data active = inhibition above about 50%, passing the limit was not always enough; also: strong numbers were not always called active
Target sequence (P63279 whole entry, looked up): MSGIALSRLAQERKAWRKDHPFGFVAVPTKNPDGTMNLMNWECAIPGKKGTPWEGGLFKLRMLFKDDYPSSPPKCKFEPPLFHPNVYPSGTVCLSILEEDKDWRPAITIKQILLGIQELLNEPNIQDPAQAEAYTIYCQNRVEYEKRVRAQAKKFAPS
* hit, by the source's call; · = no result given; [ ] = another dose, or the depositor's remark. Not all compounds are listed (hit frequency here may not be typical).

SMILES	MEKK2 mut-MEK5	CRFR2-BP antag	DNA FID counter	GalR3 antagonist	CRFBP-R2 agonist	MEKK2wt PB1 HTS	MEKK3 PB1 HTS	NS3 helicase inh	SUMO HTRF inh
CCc1ccc[n+](-c2[nH]c(=O)sc2/C=N/N=C(\[O-])CCn2c3ccccc3c3ccccc32)c1	-15	3	-23	3	0.0	92	90	7	9
CCOC(=O)C1=C(c2ccccc2)N=c2s/c(=C\c3cccc(O)c3)c(=O)n2C1c1cccs1 (centres undefined)	-3	1	-2	-1	1.6	94	106	13	-2
CC(C)CNC(=O)COCc1cc(-c2ccc3c(c2)OCO3)on1	7	22	-23	-8	-0.5	107	105	-3	-6
CC(C)(CSc1ncccn1)NS(=O)(=O)c1ccccc1	-6	66*	-5	-4	0.0	99	96	3	14
O=C(NC1CCCC1)C(c1cccnc1)N(Cc1ccc(F)cc1)C(=O)c1csnn1 (centres undefined)	1	-12	-15	-9	2.2	100	101	2	5
COc1ccccc1CC(=O)Nc1cccc2c1CCCC2	0	32	-11	-1	-3.1	97	98	-3	2
CC(C)n1c(SCC(=O)Nc2ccc3c(c2)OCO3)nc2c1c(=O)n(C)c(=O)n2C	-4	7	-7	-8	-2.2	93	94	0	20
Cc1cc(=O)oc2cc(OCC3CC(c4ccc(N(C)C)cc4)=NO3)ccc12 (centres undefined)	6	-3	-13	-3	-1.1	112	116	24	11
CN(C(=O)CCNC(=O)N1CC(=O)Nc2ccccc21)C1CCCCC1	-5	2	-31	3	0.6	99	100	-6	14
Cc1c(CCO)c(=O)n(-c2ccccc2)n1S(=O)(=O)c1ccc([N+](=O)[O-])cc1	-7	3	-2	-3	-1.2	97	106	6	-23
CCOc1cc(/C=C2/SC(=S)N(CC3CCCO3)C2=O)ccc1O (centres undefined)	-2	-49	-2	1	30	92	102	10	19
C/C=C\C=C\C(=O)N1CC2(CC(c3cccc(NC(=O)CC(c4ccccc4)c4ccccc4)c3)=NO2)C[C@H]1C(N)=O (some centres undefined)	2	1	·	·	0.6	96	96	·	-1
COC(=O)C1=C(N)Oc2cc(C)n(C)c(=O)c2C1c1ccc(Cl)c(Cl)c1 (centres undefined)	8	2	5	-3	-2.3	108	110	1	2
COc1cc2[nH]c3c(Cl)ncnc3c2cc1OC	1	-6	2	-10	-0.3	94	71*[inhibitor]	-4	7
O=C(Nc1cc(Cl)ccc1Cl)Nn1cnnc1	1	-2	-3	-1	-0.5	101	102	-3	-3
COc1ccccc1CNC(=O)c1ccccc1NS(C)(=O)=O	0	8	-1	-4	-1.6	104	103	-6	21
CCn1cc([N+](=O)[O-])c(C(=O)Nc2c(C)nn(Cc3cccc(F)c3)c2C)n1	-2	-17	-9	-4	1.0	100	98	2	-1
CCN1CCN(c2nc3c(c(=O)n(C)c(=O)n3C)n2CCSc2ncccn2)CC1	4	-11	1	-1	0.0	97	99	4	0
O=C1[C@H]2C(c3ccccc3)=NN(c3ccccc3)[C@H]2C(=O)N1c1ccccc1	-8	-16	-8	-5	1.6	104	109	-9	21
COc1cccc(OC)c1NC(=O)Cn1nc(C)c2ccccc2c1=O	2	1	-10	1	1.2	105	103	13	8
CCOC(=O)c1ccc(-n2c(CN(CC)CC)nc3ccc([N+](=O)[O-])cc3c2=O)cc1	-3	-18	-7	2	0.8	93	97	7	17
CCCCOc1ccc(C(=O)Oc2cccnc2)cc1	7	12	-35	-6	-1.9	109	102	-1	5
CCOc1ccc(OCCCCn2cnc3ccccc3c2=O)cc1	0	1	-8	3	-3.7	103	103	-4	13
Cc1cc(NC(=O)CSc2ncnc3c2cnn3-c2cccc(Cl)c2)no1	6	5	2	-1	2.0	105	104	-6	16
Cc1coc2c(C)c3oc(=O)c(CCC(=O)NCCCN4CCCC4=O)c(C)c3cc12	2	-5	-35	-5	1.6	101	100	6	24
O=C(NCC1CCCO1)C(c1ccc(F)cc1)N(Cc1ccc(F)cc1)C(=O)Cn1nnc(-c2cccs2)n1 (centres undefined)	-3	-25	-17	-3	1.3	96	99	-7	10
Clc1ccc(COn2nnc3ccccc32)c(Cl)c1	7	-4	-9	-6	-0.7	109	105	-3	2
COc1ccc(C(=O)NN)cc1COc1ccc(Br)cc1	-2	-6	-12	-1	-3.1	101	99	-12	-18
c1ccc(CNCC2COc3ccccc3O2)cc1 (centres undefined)	2	-10	5	-5	2.7	102	101	-7	-17
COc1ccc(C(=O)N/C(=C/c2cccnc2)C(=O)N2CCCCCC2)cc1OC	-10	-3	-30	2	1.3	96	100	-1	8

Entries listed so far that contain an NH in an aromatic ring, in the order listed:
SMILES	MEKK2 mut-MEK5	CRFR2-BP antag	DNA FID counter	GalR3 antagonist	CRFBP-R2 agonist	MEKK2wt PB1 HTS	MEKK3 PB1 HTS	NS3 helicase inh	SUMO HTRF inh
CCc1ccc[n+](-c2[nH]c(=O)sc2/C=N/N=C(\[O-])CCn2c3ccccc3c3ccccc32)c1	-15	3	-23	3	0.0	92	90	7	9
COc1cc2[nH]c3c(Cl)ncnc3c2cc1OC	1	-6	2	-10	-0.3	94	71*[inhibitor]	-4	7

Following part
SMILES	MEKK2 mut-MEK5	CRFR2-BP antag	DNA FID counter	GalR3 antagonist	CRFBP-R2 agonist	MEKK2wt PB1 HTS	MEKK3 PB1 HTS	NS3 helicase inh	SUMO HTRF inh
c1cncc(-c2nc(-c3ccc4c(c3)OCO4)cs2)c1	3	-14	-16	1	0.9	103	103	4	17
Cc1cc(C)n(-c2ccc(C(=O)NC3CCCCC3)cc2)n1	2	3	-25	-1	0.0	100	100	-8	9
Cn1cccc1Cc1nnc(SCC(=O)NC2CCCCC2)n1CCc1ccccc1	-1	1	-35	1	1.9	100	101	0	29
CCCn1c(NC(=O)c2ccc(C)cc2)nc2ccccc21	-4	-9	-6	-1	2.7	90	94	-2	28
COc1ccc(F)c(CN2CCC(CO)(Cc3cccc(C(F)(F)F)c3)CC2)c1	6	-23	39*	-4	3.3	107	101	-28	12
CCOc1ccc(N=c2cc(-c3ccc(OC)cc3)oc3ccccc23)cc1	28	1	1	1	2.1	129	101	-15	-15
Cc1nn(-c2ccccc2)c(Cl)c1C(=O)NCC(=O)O	1	25	0	-1	3.1	99	98	-2	-7
COc1ccc(CCN2C(=O)CC(Sc3ncccc3C(=O)O)C2=O)cc1OC (centres undefined)	4	4	-33	-3	0.9	103	103	23	-2
NS(=O)(=O)c1ccc(CCNC(=O)c2ccc(-c3ccccc3)cc2)cc1	3	5	-5	-1	-2.2	96	98	-8	24
COc1ccc(CCNC(=O)C2CCCN2S(=O)(=O)c2cccc3nsnc23)cc1OC (centres undefined)	3	-7	-21	0	-0.7	102	102	-7	15

Molecules shown so far that contain fluorine:
SMILES	MEKK2 mut-MEK5	CRFR2-BP antag	DNA FID counter	GalR3 antagonist	CRFBP-R2 agonist	MEKK2wt PB1 HTS	MEKK3 PB1 HTS	NS3 helicase inh	SUMO HTRF inh
O=C(NC1CCCC1)C(c1cccnc1)N(Cc1ccc(F)cc1)C(=O)c1csnn1 (centres undefined)	1	-12	-15	-9	2.2	100	101	2	5
CCn1cc([N+](=O)[O-])c(C(=O)Nc2c(C)nn(Cc3cccc(F)c3)c2C)n1	-2	-17	-9	-4	1.0	100	98	2	-1
O=C(NCC1CCCO1)C(c1ccc(F)cc1)N(Cc1ccc(F)cc1)C(=O)Cn1nnc(-c2cccs2)n1 (centres undefined)	-3	-25	-17	-3	1.3	96	99	-7	10
COc1ccc(F)c(CN2CCC(CO)(Cc3cccc(C(F)(F)F)c3)CC2)c1	6	-23	39*	-4	3.3	107	101	-28	12

The results go on:
SMILES	MEKK2 mut-MEK5	CRFR2-BP antag	DNA FID counter	GalR3 antagonist	CRFBP-R2 agonist	MEKK2wt PB1 HTS	MEKK3 PB1 HTS	NS3 helicase inh	SUMO HTRF inh
Cc1ccc(/C=N/NC(=O)c2c[nH]c3ccccc23)o1	-1	4	-1	·	-0.6	100	96	-13	9
CC(C)C[C@@H]1NC(=O)N(CCN2CCOCC2)C1=O	-1	13	-1	0	-1.2	103	97	-1	4
O=C(CSc1nnc(-c2cccs2)o1)N1CCCc2ccccc21	-12	-3	-6	0	11	95	91	5	-6
COc1ccc(CCNc2nc(=O)[nH]nc2C)cc1OC	3	4	2	-4	0.5	108	105	3	7
CCN(CC)C(=O)c1ccc2c(=O)n(Cc3cccc(Br)c3)c(=S)[nH]c2c1	-2	-9	-48	-13	0.3	97	96	-20	-14
Cc1n[nH]c(C)c1CCN(C)C(=O)C1CCC(=O)N(CC2CCCCC2)C1 (centres undefined)	8	-19	-29	3	-0.7	106	107	2	13
COc1ccccc1C(=O)OCn1nnc2ccccc2c1=O	3	-25	·	·	-1.9	90	90	·	2
O=C(COc1nncc2ccccc12)NCC(F)(F)F	0	18	3	10	-3.4	107	113	8	24
O=C(Oc1ccc2ccc(=O)oc2c1)c1ccccc1	-5	5	-9	-6	-2.1	100	99	-14	15
COc1cc(C(=O)NCc2cccc3ccccc23)ccc1OCc1ccccc1	0	0	-12	-7	4.4	102	105	-13	9

The closing 2 entries of the section above lead into the next:
SMILES	MEKK2 mut-MEK5	CRFR2-BP antag	DNA FID counter	GalR3 antagonist	CRFBP-R2 agonist	MEKK2wt PB1 HTS	MEKK3 PB1 HTS	NS3 helicase inh	SUMO HTRF inh
O=C(Oc1ccc2ccc(=O)oc2c1)c1ccccc1	-5	5	-9	-6	-2.1	100	99	-14	15
COc1cc(C(=O)NCc2cccc3ccccc23)ccc1OCc1ccccc1	0	0	-12	-7	4.4	102	105	-13	9
Cc1nnc(SCC(=O)Nc2ccc(F)cc2)n(N)c1=O	9	-10	-5	2	-0.9	105	103	0	1
COc1ccc(C/C(O)=C(\C#N)c2nc3ccccc3[nH]2)cc1OC	14	23	2	-2	-0.8	105	110	-11	-4
O=C(NCCCN1CCCC1=O)NC1CCCCC1	-5	2	0	-1	-0.5	95	95	1	-7
CN1CCC(=NNC(=O)C(=O)Nc2cccc(Br)c2)CC1	-14	-6	-8	-5	-0.6	85	84	-7	7
N=c1oc2ccc(Br)cc2cc1C(=O)NCc1ccc(F)cc1	4	-17	-2	-2	2.6	101	103	13	1
